Ba/F3 V617F tox – lowers viability of Ba/F3 cells expressing EpoR and JAK2V617F | ATP luminescence | inhibition, % at 5.6 µM | 220,000 tested, 1.1% active;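 active = inhibition above the campaign mean plus 3 SD over all tested compounds, cut at about 24% in these data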;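 note: cytokine-independent growth of Ba/F3 cells driven by EpoR plus mutant JAK2; 0% = DMSO-treated cells and 100% = JAK inhibitor I control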
Mdm2 ligase inh – inhibitors of human Mdm2 E3 ubiquitin ligase; 210,000 tested, 0.11% active; signal enhancement, % at 5 µM; cell-based MDM2 ubiquitination luciferase reporter, 2 h; 0 = plate control, 100 = twice control, blank-subtracted; Q00987;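 active = signal enhancement of 30% or more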;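 note: luminescence tracks abundance of the self-degrading MDM2-luciferase fusion protein; higher signal means inhibition of MDM2 E3 ligase activity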
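Timing – 2 h compound exposure at 37 °C · Assay system – mammalian cells stably expressing self-ubiquitinating, self-degrading MDM2 E3–luciferase fusion · Amount – 2000 cells seeded into each well · Measure – % luminescence enhancement versus blank-corrected plate control mean · Measured by – SteadyLite luminescence, 15 min reagent step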
PERK inh – human PERK inhibition, primary cell-based screen. CHO PERK-DD fusion, SEAP luminescence translation reporter. AID 1416. inhibition, % at 5.6 µM. Q9NZJ5. 220,000 tested, 0.17% active;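 active = inhibition above the mean inhibition of all tested compounds plus 3 SD, set separately per screening campaign, cut at about 2.9% in these data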;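 note: PERK kinase domain activated by AP20187 dimerizer at 100 nM; 0% = DMSO with dimerizer and 100% = rapamycin at 8.4 µM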
Wee1 degr inh – blocks degradation of human Wee1 kinase. 220,000 tested, 1.2% active. P30291. HeLa Luc-Wee1K328M stability, luciferase luminescence; 100% = proteasome inhibitor MG132 effect. reporter increase, % at 5 µM;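 active = activation above the mean of all tested compounds plus 3 SD, set per screening run, cut at about 8.8% in these data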;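 note: cells exposed to compound for 20 h before luminescence read; 0% = DMSO alone and 100% = MG132 at 30 µM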
Target sequence (P30291 whole entry K328M): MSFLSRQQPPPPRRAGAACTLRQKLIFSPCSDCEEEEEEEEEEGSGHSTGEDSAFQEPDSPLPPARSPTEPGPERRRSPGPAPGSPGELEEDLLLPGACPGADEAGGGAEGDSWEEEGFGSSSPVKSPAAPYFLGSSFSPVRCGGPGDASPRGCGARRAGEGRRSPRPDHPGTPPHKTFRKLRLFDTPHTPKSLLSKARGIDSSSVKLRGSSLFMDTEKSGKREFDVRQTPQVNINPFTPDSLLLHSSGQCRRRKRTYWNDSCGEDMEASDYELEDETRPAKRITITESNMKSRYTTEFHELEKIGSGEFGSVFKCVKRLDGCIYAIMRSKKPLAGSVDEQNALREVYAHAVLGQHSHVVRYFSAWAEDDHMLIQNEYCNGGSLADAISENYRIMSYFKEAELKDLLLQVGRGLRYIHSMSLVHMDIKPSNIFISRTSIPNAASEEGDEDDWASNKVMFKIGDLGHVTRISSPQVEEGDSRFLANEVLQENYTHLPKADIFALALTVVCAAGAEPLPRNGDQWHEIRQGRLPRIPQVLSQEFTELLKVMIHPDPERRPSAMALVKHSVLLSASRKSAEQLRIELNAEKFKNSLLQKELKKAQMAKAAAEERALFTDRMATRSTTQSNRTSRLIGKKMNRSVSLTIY
S1P4 ag – agonists of human S1P4 receptor. O95977. S1P4-expressing cell line, agonist reporter assay. activation, % at 4.98 µM. 220,000 tested, 0.35% active; in the data active = activation above about 11%;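 note: 0% = DMSO vehicle and 100% = reference agonist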
BaF3 tox – parental Ba/F3 viability inhibition as JAK2V617F counter-screen. inhibition, % at 5.6 µM. CellTiter-Glo ATP luminescence. AID 1486. 220,000 tested, 1.1% active;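 active = inhibition above a per-campaign cutoff, the mean inhibition of all tested compounds plus 3 SD, cut at about 27% in these data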;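 note: 0% = DMSO wells and 100% = JAK Inhibitor I control wells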
S1P4 antag – human S1P4 receptor antagonism; inhibition, % at 4.98 µM; S1P4-expressing cells, antagonist mode, reporter read-out; O95977; AID 1510; 220,000 tested, 0.26% active; in the data active = inhibition above about 29%;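 note: 0% = wells stimulated with agonist and 100% = vehicle wells without agonist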
eIF4E 4G PPI – blocks eIF4E binding to eIF4G; P63073+Q04637; TR-FRET eIF4E-eIF4GI(517-606) binding, 2 h; inhibition, % at 21.7 µM; 220,000 tested, 0.37% active;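 active = inhibition above about 30%, limit read from the data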;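 note: 0% = full FRET control wells and 100% = background wells lacking eIF4GI fragment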
NPY2 pot ag – potentiates or activates human NPY-Y2 receptor. cells expressing NPY-Y2, potentiator/agonist read-out. AID 1359. P49146. activation, % at 3.6 µM. 220,000 tested, 0.45% active; in the data active = activation above about 27%;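 note: cells stimulated with NPY near EC25 plus isoproterenol at EC100; 0% = vehicle plus submaximal agonist and 100% = vehicle plus saturating agonist; some results beyond the cut were filed as inactive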
Target sequence (P49146 whole entry, looked up): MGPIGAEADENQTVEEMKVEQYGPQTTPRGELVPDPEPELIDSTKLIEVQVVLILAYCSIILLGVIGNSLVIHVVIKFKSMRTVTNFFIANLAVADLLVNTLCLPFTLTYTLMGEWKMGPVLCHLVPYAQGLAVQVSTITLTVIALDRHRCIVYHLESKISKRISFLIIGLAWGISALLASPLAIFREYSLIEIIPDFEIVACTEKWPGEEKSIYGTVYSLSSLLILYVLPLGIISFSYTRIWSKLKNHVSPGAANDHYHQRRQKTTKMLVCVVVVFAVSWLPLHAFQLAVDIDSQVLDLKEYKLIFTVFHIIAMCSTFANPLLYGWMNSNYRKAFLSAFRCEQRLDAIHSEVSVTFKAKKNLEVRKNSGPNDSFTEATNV
* marks the source's active call; other numbers are inactive results; · = not tested or not shown; [ ] = another dose, or the depositor's remark.

SMILES | Ba/F3 V617F tox | Mdm2 ligase inh | PERK inh | Wee1 degr inh | S1P4 ag | BaF3 tox | S1P4 antag | eIF4E 4G PPI | NPY2 pot ag
O=C(CCc1ccccc1)N1N=C(c2ccncc2)CC1(O)C(F)(F)F (centres undefined) | -0.1 | -2.0 | 0.8 | -3.1 | -1.0 | 3.9 | -0.4 | 0.1 | 0.4
O=C(/C(=C/c1ccc(Cl)cc1)c1nc2ccccc2[nH]1)c1cccs1 | 5.5 | -19.4 | -1.9 | 6.6 | -1.4 | -0.5 | 44.0* | 6.4 | -9.0
CCn1c(CCc2nc3ccccc3[nH]2)n[nH]c1=S | -3.6 | -21.6 | 0.6 | 0.5 | 1.2 | -2.2 | 3.3 | -0.4 | -13.1
COc1ccc(C(=O)NCC(=O)N/N=C(\C)c2ccco2)cc1OC | -1.2 | -21.5 | 0.4 | 0.4 | 0.5 | 0.4 | -17.6 | -1.9 | -5.2
CCc1nnc(NC(=O)CSc2nnc(CSc3nc(C)cc(C)n3)n2CC)s1 | 5.5 | · | 0.6 | -4.0 | -2.1 | 1.5 | -12.9 | · | -16.5
CCCCNC(=S)NCc1ccc2[nH]c3c(c2c1)CCCC3 | -2.6 | -4.5 | 0.4 | 0.2 | -0.8 | 7.4 | -8.7 | 0.2 | 11.6
O=C(CSc1ccc2nnc(-c3ccc(F)cc3)n2n1)NCc1ccco1 | -1.5 | · | -0.1 | -0.2 | -0.5 | 2.2 | -7.9 | 2.2 | 3.4
COc1ccc(NCc2nnc(SCC(=O)Nc3ccccc3)n2C)cc1 | 3.8 | · | 0.5 | 7.8 | -0.5 | 3.0 | -9.2 | 5.9 | -4.5
O=C(COC(=O)c1nc(Cl)ccc1Cl)Nc1ccc2c(c1)OCO2 | -2.6 | 2.2 | 0.4 | -1.8 | 0.7 | 1.2 | 11.9 | 1.0 | 4.9
CSCCC(NC(=O)/C(=C/c1ccc(F)cc1)NC(C)=O)C(=O)O (centres undefined) | -1.3 | -8.7 | 0.4 | -1.7 | -2.1 | 5.1 | 10.3 | -0.6 | 12.3
Oc1ccc(/C(Cc2ccccn2)=N\Nc2ccccc2)c(O)c1 | 1.6 | -5.7 | -0.7 | 4.4 | -0.6 | 3.8 | 1.5 | -2.9 | 5.0
CSC(=NC#N)N1CCN(c2ccc(Cl)cc2)CC1 | 0.1 | -22.0 | 0.3 | -1.7 | -1.3 | 1.5 | 6.9 | 1.3[fluorescence artefact?] | -2.0
CCOc1ccc(NC(=O)CN(C)c2nnnn2-c2ccccc2)cc1OCC | -1.3 | -17.4 | 1.2 | -0.1 | 1.2 | 2.7 | -7.0 | -5.6 | -2.9
CCOP(=O)(OCC)C(Nc1cccc(C(F)(F)F)c1)c1ccc(C)cc1 (centres undefined) | -1.6 | -8.1 | 0.4 | 2.5 | 1.1 | 6.1 | 1.4 | 0.2 | 20.6
O=C(CSC1=NCCS1)Nc1ccccc1F | -1.6 | -11.5 | 0.9 | -0.7 | 0.3 | 0.5 | -4.3 | -1.4[fluorescence artefact?] | 3.0
CCN(CC)c1nc(N)n(CCSC(=S)N(C)C)c(=O)n1 | -2.7 | -21.2 | -1.9 | -3.2 | 0.0 | 3.0 | -5.7 | -0.1 | -10.8
C=CCc1cccc(C=Nc2ccc(Br)cc2)c1O | -0.4 | -22.0 | 0.3 | 2.9 | -0.2 | 1.8 | -12.8 | 1.0 | -11.5
CNC(=S)N1N=C(c2ccc(OC)cc2)CC1c1ccc(N(C)C)cc1 (centres undefined) | -5.5 | 3.7 | 0.1 | 1.5 | -2.6 | 0.7 | 0.7 | -2.2 | 14.7
S=C(Nc1ccc(Cl)c(Cl)c1)NC1CCN(Cc2ccccc2)CC1 | -0.9 | -6.8 | -0.6 | -2.7 | -2.3 | 2.9 | 0.4 | -0.7 | 19.5
CCc1cccc(NC(=O)C2CCCN(S(=O)(=O)c3c(C)[nH]c(=O)[nH]c3=O)C2)c1 (centres undefined) | 1.7 | -2.8 | 0.0 | -0.4 | -0.2 | 6.0 | 11.1 | -0.9 | 0.9

Record cards (already shown). Order of screens: Ba/F3 V617F tox | Mdm2 ligase inh | PERK inh | Wee1 degr inh | S1P4 ag | BaF3 tox | S1P4 antag | eIF4E 4G PPI | NPY2 pot ag
Shown for Oc1ccc(/C(Cc2ccccn2)=N\Nc2ccccc2)c(O)c1 → 1.6 | -5.7 | -0.7 | 4.4 | -0.6 | 3.8 | 1.5 | -2.9 | 5.0
Shown for O=C(CSC1=NCCS1)Nc1ccccc1F → -1.6 | -11.5 | 0.9 | -0.7 | 0.3 | 0.5 | -4.3 | -1.4[fluorescence artefact?] | 3.0
Shown for CCOP(=O)(OCC)C(Nc1cccc(C(F)(F)F)c1)c1ccc(C)cc1 (centres undefined) → -1.6 | -8.1 | 0.4 | 2.5 | 1.1 | 6.1 | 1.4 | 0.2 | 20.6
Shown for CCN(CC)c1nc(N)n(CCSC(=S)N(C)C)c(=O)n1 → -2.7 | -21.2 | -1.9 | -3.2 | 0.0 | 3.0 | -5.7 | -0.1 | -10.8

(further entries)
SMILES | Ba/F3 V617F tox | Mdm2 ligase inh | PERK inh | Wee1 degr inh | S1P4 ag | BaF3 tox | S1P4 antag | eIF4E 4G PPI | NPY2 pot ag
CC(=O)Nc1cccc(NC(=O)C2CC(=O)N(c3ccc(C)cc3)C2)c1 (centres undefined) | 2.8 | -7.3 | 0.4 | 0.2 | -1.1 | 10.4 | -27.0 | -0.4[fluorescence artefact?] | -1.2
Oc1[nH]c2ccc(Br)cc2c1N=NC(=S)NCC1CCCO1 (centres undefined) | -2.0 | 1.2 | -1.5 | -2.5 | -0.9 | 6.6 | -2.5 | 3.6 | 4.6
Cc1ccc(C(=O)N[C@@H](C)CN2C3=NC[C@H](C(C)C)N3C[C@H]2Cc2ccc(O)cc2)cc1Br | 4.6 | · | 0.8 | -1.5 | 1.2 | -1.7 | -7.0 | 8.5 | 10.3
O=C(CCCN1C(=O)c2ccccc2C1=O)Nc1ccccc1C(=O)N1CCOCC1 | 0.3 | -10.2 | -0.2 | -3.5 | 0.5 | 3.3 | -0.4 | -4.3[fluorescence artefact?] | 7.9
O=C1c2ccccc2C(=O)C12Cc1ccccc1N1CCN(c3ccccc3)CC12 (centres undefined) | 1.9 | -20.7 | -0.2 | 2.7 | 1.2 | 2.1 | -21.9 | -4.8 | 3.3
CC(=O)Nc1c(Cl)cc([N+](=O)[O-])c2ccccc12 | -0.1 | 11.6 | 1.0 | -1.1 | 0.6 | 4.3 | -3.5 | 17.3 | 5.7
Cc1noc(C)c1COc1cccc(C(=O)Nc2ccc3c(c2)OCO3)c1 | -2.5 | 0.5 | -0.6 | 1.0 | 1.8 | 0.6 | -31.2 | -2.0 | -7.8
CCOc1ccc(NC(=O)Cc2ccccc2)cc1 | -3.4 | -3.9 | -0.4 | -0.2 | 2.1 | 3.5 | 2.9 | 3.4 | 7.8
N#C/C=C(/c1ccc(F)cc1)N1CCOCC1 | 0.9 | -4.6 | -0.6 | -1.9 | -1.1 | 0.4 | -4.8 | -2.4 | -7.0
COC(=O)c1sccc1NC(=O)Cn1nnc(-c2ccccc2C)n1 | 1.4 | 19.3 | 0.4 | -2.4 | 0.2 | -2.1 | -8.8 | -1.1 | -8.4
CC(=O)Nc1nn(C)c2nc3cc(C)ccc3cc12 | 2.1 | -10.3 | -0.1 | -1.1 | -0.3 | 1.3 | 5.1 | 6.9 | -2.9
CCOc1ccccc1NC(=O)COC(=O)CSc1ccc(Cl)cc1 | 5.7 | -8.3 | 0.1 | 1.4 | -0.2 | 12.4 | -5.6 | -1.1[fluorescence artefact?] | -11.4
COc1ccc(/C=N/NC(=O)Cn2cnc3c2c(=O)n(C)c(=O)n3C)c(OC)c1OC | 0.5 | -8.9 | 0.7 | -3.4 | -1.5 | -2.6 | 3.0 | -0.4 | -4.3
Cc1cc(C)cc(NC(=S)N(Cc2cccc(Br)c2)CC2CCC(C(=O)O)CC2)c1 (centres undefined) | 5.7 | 3.9 | 1.0 | -2.0 | 1.2 | 9.2 | -13.0 | -0.4 | -6.9
CCCCn1cnc2c1c(=O)n(C)c(=O)n2C | 0.3 | -11.0 | 0.1 | -2.3 | -0.1 | 2.1 | -1.6 | -3.2 | 10.6
COc1ccccc1N(CC(=O)NCCC1=CCCCC1)S(=O)(=O)c1ccccc1 | 1.7 | -2.2 | 0.4 | 0.2 | 0.5 | 9.3 | -2.9 | -2.7 | -13.2
CS(=O)(=O)c1ccc2nc(NC(=O)c3cc(-c4ccccc4)nn3-c3ccccc3)sc2c1 | -2.4 | 5.5 | 0.3 | 0.7 | 0.7 | 1.8 | -15.1 | 17.2[fluorescence artefact?] | -2.6
COc1ccc(-c2nc3cc(NC(=S)NC(=O)Cc4ccccc4)ccc3o2)cc1 | 1.9 | -7.6 | 0.7 | -0.2 | -2.5 | 4.9 | -3.5 | -2.9 | -4.2
COc1ccc([N+](=O)[O-])cc1NC(=O)C(C)N(C)Cc1cccc(OC)c1OC (centres undefined) | -0.9 | · | -0.5 | -1.4 | 0.1 | 3.6 | -4.3 | 0.3 | -5.8
C=CCN1C(=O)/C(=C/c2ccccc2)S/C1=N/c1nccs1 | 0.7 | -15.4 | 0.6 | -0.3 | -0.8 | 7.8 | -8.8 | 2.4 | 11.3
CCN(CC)c1ccc(/C=N/NC(=S)NC)c(O)c1 | 1.6 | · | 0.2 | 13.9* | -1.7 | 5.9 | 15.3 | 2.1 | 15.8
COc1ccc(Cl)cc1NC(=O)C(OC)c1ccccc1 (centres undefined) | 1.7 | -7.5 | -0.8 | -1.4 | 1.4 | 1.6 | -7.6 | 2.0 | -16.1
COc1cccc(Oc2c(C)oc3c(CN4CCCC4)c(O)ccc3c2=O)c1 | -0.7 | -10.7 | 1.6 | -1.8 | 0.3 | 2.3 | -14.4 | 0.1 | 0.4
CSCCC(NC(=O)/C(=C\c1ccc(Cl)cc1)NC(=O)c1ccccc1)C(=O)O (centres undefined) | -1.8 | -6.9 | 1.2 | -2.4 | 0.8 | -0.9 | -3.6 | 0.4 | 4.2
CCOC(=O)c1cnc2ccccc2c1Nc1ccc2c(c1)OCCO2 | 1.6 | -18.0 | -0.7 | -0.3 | -0.5 | 6.2 | -9.1 | 1.2 | -8.6
C=CCN(c1ccccc1C(=O)O)S(=O)(=O)/C=C/c1ccccc1 | 3.4 | 0.9 | 1.5 | -3.3 | 0.5 | 4.8 | -11.1 | -1.4 | 8.7
NC(=O)C(c1ncc(C(F)(F)F)cc1Cl)c1c(Cl)cccc1Cl (centres undefined) | -3.5 | -3.7 | 0.8 | -2.2 | -3.1 | 1.1 | -17.9 | 4.5 | -16.4
O=C(c1ccc(Cl)c(S(=O)(=O)N2CCCC2)c1)N1CCN(c2ccccn2)CC1 | -1.9 | -19.8 | -1.4 | -0.9 | 0.4 | 3.3 | -12.4 | -13.6[fluorescence artefact?] | -6.8
O=c1/c(=C/c2cn(-c3ccccc3)nc2-c2ccc(F)cc2)sc2nc3ccccc3n12 | -3.2 | -23.8 | 0.2 | -1.1 | -0.7 | 0.0 | -10.3 | 5.2 | -6.2
Cc1cccc(C)c1NC1=NC(=S)N(c2ccc(C(=O)O)cc2)C12CCCCC2 | 0.3 | 2.4 | 0.7 | -0.8 | -0.8 | 8.7 | -7.4 | -0.2 | -4.2
CC1=C(C)CC(C(=O)c2ccc(C)cc2)C(C(=O)O)C1 (centres undefined) | -0.6 | -12.2 | 0.0 | -0.2 | -0.2 | 1.8 | -18.7 | 2.9[fluorescence artefact?] | -14.4
CCOC(=O)c1cc(C(=O)OCC)c2ccccn2c1=O | -2.2 | -15.5 | 0.2 | -2.3 | 5.2 | 1.9 | -5.7 | 2.6 | -0.7
